Screening data as filed in PubChem BioAssay.
CIT2 TOR yeast – alters CIT2-GFP fluorescence in TOR pathway yeast screen | 0.065% of 320,000 active | S. cerevisiae CIT2-GFP strain, flow cytometry, 3 h; 100 means same as DMSO wells | GFP response vs DMSO, % at 10 µM | AID 2029;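 active = GFP response relative to DMSO above a set limit, near the screen mean plus 3 SD, cut at about 150% in these data; inconclusive = Fewer than 70 cells measured for a yeast strain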;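 note: ratio of well median GFP fluorescence to mean of DMSO wells on the plate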
LAP4-GFP MLPCN – alters LAP4-GFP fluorescence in TOR pathway yeast screen. S. cerevisiae LAP4-GFP multiplex, flow cytometry GFP, 3 h; median GFP as percent of DMSO wells. GFP response vs DMSO, % at 10 µM. 0.34% of 320,000 active. AID 2023;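 active = GFP response vs DMSO above a set limit, about the screen mean plus 3 SD, cut at about 150% in these data; inconclusive = under 70 cell events counted for the yeast strain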
AGP1 TOR yeast – modulators of TOR pathway AGP1-GFP in S. cerevisiae | 0.02% of 320,000 active | S. cerevisiae AGP1-GFP multiplex flow cytometry, 3 h; GFP as percent of DMSO wells | GFP response vs DMSO, % at 10 µM;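 active = GFP response relative to DMSO above a set limit, near screen average plus 3 SD, cut at about 150% in these data; inconclusive = fewer than 70 cells counted for the yeast strain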;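 note: median GFP channel fluorescence of the gated AGP1 strain per well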
AHR act – activators of human aryl hydrocarbon receptor. P35869. AHR-responsive luciferase reporter cells, luminescence. activation, % at 5 µM. 2.5% of 320,000 active. AID 2796; in the data active = activation above about 47%;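 note: 0% = vehicle wells and 100% = reference agonist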
Target sequence (P35869 whole entry, looked up): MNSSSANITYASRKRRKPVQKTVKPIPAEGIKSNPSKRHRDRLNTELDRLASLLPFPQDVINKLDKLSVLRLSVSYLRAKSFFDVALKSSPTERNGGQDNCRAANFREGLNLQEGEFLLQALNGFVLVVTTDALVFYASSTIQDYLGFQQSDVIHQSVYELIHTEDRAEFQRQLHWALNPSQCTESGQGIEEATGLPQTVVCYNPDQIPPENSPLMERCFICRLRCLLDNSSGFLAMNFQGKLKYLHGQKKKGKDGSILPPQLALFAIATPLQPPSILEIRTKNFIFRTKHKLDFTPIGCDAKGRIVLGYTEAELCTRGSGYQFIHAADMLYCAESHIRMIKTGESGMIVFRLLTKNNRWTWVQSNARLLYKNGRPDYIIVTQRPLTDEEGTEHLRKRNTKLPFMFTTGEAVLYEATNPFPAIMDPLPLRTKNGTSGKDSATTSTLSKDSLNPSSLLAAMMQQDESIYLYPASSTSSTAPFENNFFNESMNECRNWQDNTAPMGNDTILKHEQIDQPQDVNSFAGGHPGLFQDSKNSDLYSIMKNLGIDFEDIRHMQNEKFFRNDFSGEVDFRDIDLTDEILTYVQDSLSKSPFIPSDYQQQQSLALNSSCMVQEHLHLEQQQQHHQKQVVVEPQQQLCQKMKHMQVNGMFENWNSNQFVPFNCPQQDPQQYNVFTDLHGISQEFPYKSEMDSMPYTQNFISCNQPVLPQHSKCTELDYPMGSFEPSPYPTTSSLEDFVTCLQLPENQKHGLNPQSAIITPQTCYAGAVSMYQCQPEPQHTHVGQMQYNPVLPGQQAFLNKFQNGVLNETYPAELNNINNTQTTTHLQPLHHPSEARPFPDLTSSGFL
proCasp7 act – counter-screen for procaspase-3 activators: activators of human procaspase-7 | activation, % at 8.5 µM | recombinant procaspase-7, Ac-DEVD-pNA absorbance 405 nm; D23A/D198A/D206A triple mutant, cannot self-cleave; scale: DMSO 0, 5 µM enzyme 100 | 0.093% of 330,000 active | P55210;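 active = percent activation above the screen-wide mean plus 3 SD, cut at about 25% in these data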
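Detection: p-Nitroaniline absorbance at 405 nm, read at 0 and 120 min; system: Uncleavable procaspase-7 mutant enzyme; evaluation: % activation from two-timepoint absorbance difference, scaled to controls; times: 1 h enzyme–compound preincubation and 2 h substrate reaction, both 25 °C; buffer or medium: Zinc-free HEPES pH 7.4 with 300 mM NaCl, 0.01% Triton X-100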
MEP2 TOR yeast – alters MEP2-GFP fluorescence in TOR pathway yeast screen; AID 2016; GFP response vs DMSO, % at 10 µM; 0.51% of 330,000 active; S. cerevisiae MEP2-GFP strain, flow cytometry GFP, 3 h; 100% = DMSO control level;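 active = GFP response versus DMSO above a set limit, roughly screen mean plus 3 SD, cut at about 180% in these data; inconclusive = fewer than 70 cells counted for a yeast strain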;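 note: median GFP fluorescence of the barcode-gated MEP2-GFP cells per well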
procasp3 activ – activates human procaspase-3. recombinant procaspase-3 D3A, Ac-DEVD-pNA absorbance 405 nm. 0.11% of 330,000 active. activation, % at 8.5 µM. AID 463141. P42574;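 active = activation above the mean of all tested compounds plus 3 SD, cut at about 21% in these data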;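 note: 0% = DMSO alone and 100% = DMSO wells spiked with extra 5 µM PC-3 D3A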
Target sequence (P42574 whole entry D9A/D28A/D175A): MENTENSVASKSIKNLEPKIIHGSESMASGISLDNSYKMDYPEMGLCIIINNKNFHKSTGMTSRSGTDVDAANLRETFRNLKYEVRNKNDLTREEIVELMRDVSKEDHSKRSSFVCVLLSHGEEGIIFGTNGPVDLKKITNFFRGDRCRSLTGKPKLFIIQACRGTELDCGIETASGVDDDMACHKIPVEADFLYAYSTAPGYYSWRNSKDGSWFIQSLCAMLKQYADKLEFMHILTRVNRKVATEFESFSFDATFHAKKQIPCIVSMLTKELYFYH
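Technique: 405 nm absorbance of p-nitroaniline, reads at 0 and 120 min; Test system: Procaspase-3 D3A mutant; Incubation: 1 h enzyme-compound preincubation, then 2 h substrate reaction, 25 °C; Repeats: singlicate, each compound tested once; Benchmarks: low control DMSO wells, high control DMSO plus 5 µM PC-3 D3A.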
RPL19A-GFP yeast – yeast TOR pathway RPL19A-GFP modulation. S. cerevisiae RPL19A-GFP strain, flow cytometry, 3 h; hits give low values. percent response vs DMSO, % at 10 µM. 0.3% of 330,000 active;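 active = percent response vs DMSO below 50%; inconclusive = fewer than 70 events counted for the yeast strain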;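 note: median channel GFP fluorescence of the barcoded RPL19A-GFP strain; ratio of sample median GFP to plate DMSO average so 100% = DMSO; lower means less RPL19A-GFP as with rapamycin TOR inhibition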
The depositor's hits bear a star; ? = inconclusive; / = not tested or not shown; [ ] = remark or other dose.

cpd	molecule	AGP1 TOR yeast	AHR act	proCasp7 act	CIT2 TOR yeast
1	O=C(NCCCn1ccnc1)c1cc2ccccc2o1	104.8	29.7	1.3	100.3
2	CC(C)(C)NC(=O)C(=O)NN=C1CCCCCCCCCCC1	94.6	1.9	0.9	92.6
3	O=C(O)CN1C(=O)c2ccc(Oc3ccc4c(c3)C(=O)N(CC(=O)O)C4=O)cc2C1=O	110.7	-0.3	6.8	98.7
4	CN(CC(=O)Nc1ccc2c(c1)OCCO2)S(=O)(=O)c1ccc(F)cc1	99.9	7.4	4.7	100.1
5	CC(=O)Nc1nc(S(=O)(=O)c2ccc(C)cc2)c(Cl)s1	/	11.3	6.9	104.7
6	COc1cccc(/C=C/C(=O)OCC(=O)NC2CC2)c1OC	104.0	1.3	-7.0	111.5
7	CN(CCc1cnn(C)c1)C(=O)CCc1nnc(CCCc2ccccc2)o1	94.4	0.5	1.2	104.2
8	CC1=CCC(Cc2nc3ccccc3o2)C1(C)C (configuration not stated)	88.1	1.2	2.0	89.9
9	Cc1ccc(S(=O)(=O)Nc2ccccc2C(=O)NCc2cccnc2)cc1	98.2	-0.2	-1.0	83.1
10	CC1(C(=O)Nc2cccc(-n3cnnn3)c2)Cc2ccccc2C(=O)O1 (configuration not stated)	97.1	2.8	-2.8	96.6

cpd	MEP2 TOR yeast	LAP4-GFP MLPCN	RPL19A-GFP yeast	procasp3 activ
1	95.8	102.3	99.2	-3.4
2	99.0	107.4	95.3	3.7
3	103.6	98.5	102.3	-2.1
4	101.8	99.2	100.2	14.5
5	101.0	99.5	102.1	-4.0
6	107.7	89.6	102.4	4.8
7	101.7	86.0	104.5	-2.7
8	91.3	88.4	88.0	5.8
9	98.1	98.9	94.9	7.0
10	106.8	98.3	101.0	6.1

Of the compounds above, 3 contain sulfur.
cpd	molecule	AGP1 TOR yeast	AHR act	proCasp7 act	CIT2 TOR yeast
4	CN(CC(=O)Nc1ccc2c(c1)OCCO2)S(=O)(=O)c1ccc(F)cc1	99.9	7.4	4.7	100.1
5	CC(=O)Nc1nc(S(=O)(=O)c2ccc(C)cc2)c(Cl)s1	/	11.3	6.9	104.7
9	Cc1ccc(S(=O)(=O)Nc2ccccc2C(=O)NCc2cccnc2)cc1	98.2	-0.2	-1.0	83.1

cpd	MEP2 TOR yeast	LAP4-GFP MLPCN	RPL19A-GFP yeast	procasp3 activ
4	101.8	99.2	100.2	14.5
5	101.0	99.5	102.1	-4.0
9	98.1	98.9	94.9	7.0

Following part.
cpd	molecule	AGP1 TOR yeast	AHR act	proCasp7 act	CIT2 TOR yeast
11	Cn1c(=O)[nH]c(=O)c2c1nc(CN1CCOCC1)n2Cc1ccc(F)cc1	100.6	3.3	-4.7	94.5
12	Cc1cc(C)cc(C(=O)Nc2c3c(nn2C(C)(C)C)CS(=O)(=O)C3)c1	105.1	1.1	1.7	109.5
13	COc1cccc(/C=C2\N=C3CCCCCN3C2=O)c1	/	7.7	6.9	102.3
14	Cc1cccnc1NC(=O)CCNC(=O)c1ccccc1Cl	87.7	1.9	-3.9	116.2
15	C#CCNC(=O)C1=C[C@@H](c2ccccc2)C[C@@H](OCCCCO)O1	84.3	-2.5	7.5	89.4
16	CCC(=O)Nc1cccc(NC(=S)NC(=O)c2ccccc2Cl)c1	107.1	4.7	14.0	112.8
17	Cc1cccc(-n2c(=O)c(C#N)cc3c(=O)n4ccccc4nc32)c1	110.6	3.1	-11.8	93.2
18	O=C(CCCn1c(=O)c2ccccc2n(CC(=O)NCc2ccco2)c1=O)NCc1ccco1	96.3	3.2	-2.6	98.8
19	O=C(COC(=O)c1cc2c(s1)CCCC2)NCc1ccccc1Cl	99.3	-0.9	5.2	96.5
20	CCOc1ccc(CCNS(=O)(=O)c2c(C)nc3scc(C)n3c2=O)cc1OCC	85.0	6.0	-10.0	89.0

cpd	MEP2 TOR yeast	LAP4-GFP MLPCN	RPL19A-GFP yeast	procasp3 activ
11	95.3	105.4	99.7	-0.1
12	95.9	102.7	102.2	21.8*
13	101.2	110.5	102.1	2.6
14	96.0	73.4	103.5	1.8
15	85.5	123.4	94.6	6.5
16	117.5	108.9	101.0	0.0
17	100.9	97.9	103.6	-15.1
18	92.2	97.9	96.9	-7.3
19	102.0	97.0	106.9	-6.9
20	94.2	81.8	89.8	-7.1

Continued.
cpd	molecule	AGP1 TOR yeast	AHR act	proCasp7 act	CIT2 TOR yeast
21	S=C(N/N=C1\CCc2ccccc21)NC1CCCCC1	98.4	26.9	4.5	96.2
22	Clc1ccc(-c2nc3n(n2)Cc2ccccc2-3)cc1	104.1	74.1*	4.8	105.2
23	CN(C)Cc1c(C(=O)N/N=C/c2cccnc2)nnn1-c1nonc1N	95.9	3.5	5.9	94.4
24	Cc1ccc(/C=C/C(=O)N2CCN(c3ncccn3)CC2)o1	77.1	0.8	-19.4	91.7
25	COc1cccc(OC)c1C(=O)Nc1ccc(C(=O)NCc2ccccc2)cc1	98.8	-6.9	-2.7	95.3
26	CC(C)=CC(=O)N1CCCC(N2CCN(c3ccc(F)cc3)CC2)C1 (configuration not stated)	94.3	0.3	8.2	99.3
27	Fc1ccccc1CN1CCC(Cc2ccccc2)CC1	103.6	1.7	-11.4	102.2
28	COCCCNC(=O)CSc1nc2cc(S(=O)(=O)N3CCCCC3)ccc2o1	106.8	3.6	-3.1	93.5
29	O=C(CCC1CCCCC1)NCCS(=O)(=O)N1CCN(c2ccc(F)cc2)CC1	96.6	2.2	-6.8	100.8
30	CCOc1cc(/C=N/NC(=O)c2ccc(N(C)S(=O)(=O)c3ccccc3)cc2)ccc1OC	20.1[may fluoresce violet]	22.9	0.1	?

cpd	MEP2 TOR yeast	LAP4-GFP MLPCN	RPL19A-GFP yeast	procasp3 activ
21	100.8	108.6	97.0	-4.0
22	112.0	102.8	104.8	1.9
23	98.4	92.4	97.0	5.3
24	94.7	119.0	106.5	-11.4
25	100.0	99.7	94.5	3.8
26	93.6	84.6	96.9	7.8
27	108.0	92.5	105.8	-2.3
28	103.0	103.5	99.0	-0.7
29	105.4	112.9	102.2	-1.0
30	515.3*[may fluoresce violet]	89.3[may fluoresce violet]	65.1[may fluoresce violet]	-4.3

At a glance, part of the list above:
cpd	molecule	AGP1 TOR yeast	AHR act	proCasp7 act	CIT2 TOR yeast
3	O=C(O)CN1C(=O)c2ccc(Oc3ccc4c(c3)C(=O)N(CC(=O)O)C4=O)cc2C1=O	110.7	-0.3	6.8	98.7
4	CN(CC(=O)Nc1ccc2c(c1)OCCO2)S(=O)(=O)c1ccc(F)cc1	99.9	7.4	4.7	100.1
5	CC(=O)Nc1nc(S(=O)(=O)c2ccc(C)cc2)c(Cl)s1	/	11.3	6.9	104.7
6	COc1cccc(/C=C/C(=O)OCC(=O)NC2CC2)c1OC	104.0	1.3	-7.0	111.5
7	CN(CCc1cnn(C)c1)C(=O)CCc1nnc(CCCc2ccccc2)o1	94.4	0.5	1.2	104.2

cpd	MEP2 TOR yeast	LAP4-GFP MLPCN	RPL19A-GFP yeast	procasp3 activ
3	103.6	98.5	102.3	-2.1
4	101.8	99.2	100.2	14.5
5	101.0	99.5	102.1	-4.0
6	107.7	89.6	102.4	4.8
7	101.7	86.0	104.5	-2.7

Further structures:
cpd	molecule	AGP1 TOR yeast	AHR act	proCasp7 act	CIT2 TOR yeast
31	O=C(COC(=O)CC1CC2CCC1C2)Nc1ccccc1[N+](=O)[O-] (configuration not stated)	104.7	19.6	4.5	94.5
32	S=c1[nH]nc(COc2ccccc2)n1/N=C/c1ccccc1Br	92.0	3.1	-17.8	93.5
33	O=C(COC(=O)c1cc(Cl)nc(Cl)c1)NC1CCCCCC1	97.0	-0.5	4.1	98.0
34	O=S(=O)(Nc1ccc(Cl)cn1)c1cccc(S(=O)(=O)c2ccccc2)c1	98.0	0.3	10.1	98.0
35	COC(=O)[C@]1(C)N[C@H](CN(C)C(=O)Nc2ccc(Cl)cc2)[C@@H]2C(=O)N(C)C(=O)[C@@H]21	83.9	2.5	3.4	84.3
36	Cc1ccccc1NC(=O)CCN1CCCC1	101.3	0.7	-6.1	102.3
37	CCc1cccc2sc(NC(=O)C3CC3)nc12	98.3	91.0*	0.3	92.3
38	COc1ccc(/C=N/NC(=O)CCc2n[nH]c(=O)[nH]c2=O)cc1O	96.4	-0.1	-6.7	96.3
39	CC1(C)Cc2ccccc2C(N/N=C/c2ccc([N+](=O)[O-])cc2)=N1	99.0	-0.9	10.9	90.6
40	Cc1cc(C)n(C(N)=NC(=O)c2ccc([N+](=O)[O-])cc2)n1	91.6	-2.4	-2.5	96.7

cpd	MEP2 TOR yeast	LAP4-GFP MLPCN	RPL19A-GFP yeast	procasp3 activ
31	101.9	107.3	97.6	5.1
32	103.8	89.5	99.5	-2.9
33	86.7	95.0	94.7	1.8
34	93.5	98.0	93.5	1.2
35	94.9	88.7	86.0	-1.2
36	110.1	97.4	108.4	1.8
37	105.2	116.6	98.5	3.1
38	97.3	93.0	101.9	-2.7
39	92.3	111.0	98.6	4.0
40	109.0	93.1	102.3	4.3

The results go on.
cpd	molecule	AGP1 TOR yeast	AHR act	proCasp7 act	CIT2 TOR yeast
41	CCN(C(=O)CSc1nnc(-c2cccs2)n1N)c1c(N)n(Cc2ccccc2)c(=O)[nH]c1=O	104.0	-1.3	5.1	102.8
42	CN(C(=O)COC(=O)c1cc2ccccc2cc1O)C1CCCCC1	92.9	6.6	-3.0	77.6
43	CC(=O)NC(CC(=O)Nc1cccc(S(=O)(=O)N2CCCC2)c1)c1ccccc1 (configuration not stated)	90.9	-2.6	-1.0	98.8
44	COC(=O)c1c(-c2cccc(OC)c2)csc1N	98.0	5.3	-4.9	102.3
45	CCOc1ccc(S(=O)(=O)NCCC(=O)NCC2(N3CCCCC3)CCCCC2)cc1	107.9	-2.9	-5.3	106.7
46	COC(=O)c1sccc1N/N=C(\C)c1ccc(F)c(Cl)c1	107.7	11.4	-5.2	109.3
47	CC1CC(=O)NN=C1c1ccc(N(C)C)c([N+](=O)[O-])c1 (configuration not stated)	97.5	-0.8	1.6	105.6
48	COc1ccc(C(=O)Nc2cc(C)nn2-c2nc3ccccc3[nH]2)c(OC)c1	98.2	35.9	6.9	101.1
49	COc1ccc(NC(=O)CCNS(=O)(=O)c2ccc3c(c2)c(=O)n(C)c(=O)n3C)cc1	111.5	-0.7	4.9	120.5
50	Cc1c(C(=O)N(Cc2nccn2C)C(C)C)oc2c(F)cccc12	98.1	0.8	10.3	106.7
51	CCOC(=O)[C@@H]1CCN(Cc2ccccc2)C[C@H]1c1ccccc1	124.7	-3.4	5.8	108.5
52	COc1ccc(/C=N\NC(=O)c2ccc(=O)[nH]n2)cc1O	100.1	6.1	-3.8	121.0

cpd	MEP2 TOR yeast	LAP4-GFP MLPCN	RPL19A-GFP yeast	procasp3 activ
41	101.8	105.7	94.8	8.0
42	95.7	102.0	97.4	5.6
43	95.5	84.0	79.7	-3.9
44	96.6	104.0	95.8	7.8
45	106.2	105.1	104.8	5.3
46	110.8	112.7	111.1	6.2
47	92.2	95.6	94.2	-6.2
48	98.5	96.0	100.2	-0.9
49	106.5	106.8	/	-3.5
50	96.3	93.2	99.8	6.5
51	102.9	124.7	101.0	-11.1
52	95.7	79.6	105.4	4.4
